S3 lipid droplet: qHTS Assay for Lipid Storage Modulators in Drosophila S3 Cells; AID 2685, 2010; hit rate 0.64% among 320,000; Potency in µM for hits, for the others lipid storage change, negative = inhibition, % at the top dose, mostly 46.1 µM; Drosophila S3 cells, BODIPY lipid droplet fluorescence, 18-24 h; cells fed with added oleic acid; active = well fitted inhibition curve with a large enough effect in the signal ratio, with a control signal flat, not every such curve was filed as active; inconclusive = small, poorly fitted or top-dose-only effect, or effect the other way, or a change in a side signal; the % refers to the signal ratio
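Laser-scanning cytometry quantifies lipid droplet accumulation (500–530 nm total intensity; droplet/cell object ratio) in oleic acid-fed (400 uM added) Drosophila S3 cells treated with a concentration series. 20 uM Triacsin C defined 100% inhibition.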
S3 lipid droplet cell count max: also measured in S3 lipid droplet; calls as there; cell number change, %; measured here: cell count max response;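 cells counted by Cell Tracker Red CMTPX staining in the red channel; peak over a dose series mostly up to 46.1 µM; percent activity relative to internal control wells on each plate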
* = called active by the depositor; i = inactive; ? = inconclusive; . = no result given; [ ] = remark or other dose. % is scaled to controls: 0 for no effect and ±100 for the full control effect; potency is read from the fitted curve at half-maximal effect. Only part of the results is shown, so the mix of outcomes need not match the whole.

S3 lipid droplet	S3 lipid droplet cell count max	smiles
?	.	CC(=O)Nc1ccc(NC(=O)CN(c2cccc([N+](=O)[O-])c2)S(C)(=O)=O)cc1
5%	28	O=C(NNc1c(Cl)cncc1Cl)c1sccc1Cl
?	.	Cc1cccc(CN2CCc3c(OCC(=O)N4CCCc5ccccc54)cccc3C2=O)c1
-18%[9.22 µM]	-14	O=C(c1ccccc1)c1ccc2nc(N3CCN(C(=O)c4ccco4)CC3)c3nncn3c2c1
?	.	Nn1cc(-c2ccccc2)nc1SCC(=O)Nc1cccc(S(N)(=O)=O)c1
-6%	-12	CN(C)/C=C1\C(=O)N(c2ccc(Cl)c(Cl)c2)CS1(=O)=O
1%	7	O=C(CCC(=O)N1CCOCC1)Nc1nnc(C2CCCCC2)s1
?	.	O=C1CN(S(=O)(=O)c2cc(Cl)ccc2Cl)CCN1

Arranged by value in S3 lipid droplet cell count max (smallest number first): some entries from above.
S3 lipid droplet	S3 lipid droplet cell count max	smiles
-6%	-12	CN(C)/C=C1\C(=O)N(c2ccc(Cl)c(Cl)c2)CS1(=O)=O
1%	7	O=C(CCC(=O)N1CCOCC1)Nc1nnc(C2CCCCC2)s1
5%	28	O=C(NNc1c(Cl)cncc1Cl)c1sccc1Cl

Following part
S3 lipid droplet	S3 lipid droplet cell count max	smiles
?	.	CN1C(=O)C(CC(=O)NC2CCCCC2)SC1=Nc1ccccc1 (stereo not given)
22%	-10	CCN(CC)C(=O)C1CCC(CNS(=O)(=O)c2cccc3cccnc23)CC1 (stereo not given)
?	.	Cn1c2ccccc2c2cc(/C=N/NC(=O)c3ccc(O)cc3O)ccc21
-19%	-13	Cc1cc(-c2ccccc2)n2ncnc2n1
?	.	O=C(CN1CCOCC1)NCc1cc([N+](=O)[O-])ccc1O
?	.	COC(=O)C1=C(C(=O)c2ccccc2)C(c2ccccc2)n2nnnc2N1 (stereo not given)
?	.	O=C(COC(=O)c1ccc2c(c1)S(=O)(=O)c1ccccc1C2=O)NC1CC1
?	.	Cc1ccn2cc(C34CC5CC(CC(C5)C3)C4)nc2c1
0%	-1	CCOC(=O)c1c(CSc2ccc(C)cc2)n(C)c2cc(Br)c(O)c(CN(C)C)c12
?	.	CCN1C(=O)/C(=C2/Sc3ccccc3N2CC)S/C1=N\c1ncn[nH]1
i	.	Cc1cc(C)cc(NC2=NCC(=O)N2Cc2ccccc2)c1
?	.	CCOc1ccc2nc(NC(=O)C34CC5CC(CC(NC(C)=O)(C5)C3)C4)sc2c1
?	.	NC(=O)c1ncc(C(F)(F)F)cc1Oc1cccnc1
-14%	.	CCCCCC(=O)Cc1cc(O)cc2c1C(=O)Oc1cc(O)c(C(=O)O)c(CCCCC)c1O2
?	.	CCOCc1nnc(NC(=O)c2c(-c3ccccc3)noc2C)s1
-10%	4	Cc1nnsc1-c1c(C(=O)Oc2ccccc2)c(C)nn1-c1ccccc1

4 of these compounds in a different format:
Sequence of screens – S3 lipid droplet, S3 lipid droplet cell count max
CCCCCC(=O)Cc1cc(O)cc2c1C(=O)Oc1cc(O)c(C(=O)O)c(CCCCC)c1O2
→ -14%, .
Cc1nnsc1-c1c(C(=O)Oc2ccccc2)c(C)nn1-c1ccccc1
→ -10%, 4
Cc1cc(C)cc(NC2=NCC(=O)N2Cc2ccccc2)c1
→ i, .
NC(=O)c1ncc(C(F)(F)F)cc1Oc1cccnc1
→ ?, .

Remaining list, next part:
S3 lipid droplet	S3 lipid droplet cell count max	smiles
?	.	O=C(CN1CCOCC1)Nc1ccc([N+](=O)[O-])cc1
16µM*	-1.9*	COc1ccc(C2c3[nH]c4ccccc4c3CCN2Cc2cccn2-c2ncccn2)cc1C (stereo not given)
5%	1	Cc1cc(C)n(C(=O)CCNC(=O)c2ccccc2Br)n1
-23%	17	COc1cccc(C(=O)N=c2sc3cc(S(C)(=O)=O)ccc3n2C)c1
?	.	COc1ccc(CN2CCC(C(=O)c3cccc(Cl)c3)CC2)cc1
20%	-21	Cc1ccc(-n2ncc3c(=O)n(-c4ccc(C)c(C)c4)c(C)nc32)cc1
-21%	-6	CN(C)S(=O)(=O)c1cccc(NC(=O)CSc2ncnc3ccccc23)c1
?	.	Cc1ccc(-c2nnc(CSc3nnc(COc4cccc5ccccc45)n3-c3ccccc3)o2)cc1
?	.	CCCCSc1nc(N)c(C#N)c(-c2cccs2)c1C#N
i	.	Nc1sccc1C(=O)c1ccccc1
7%	1	O=C(CCn1c(=O)sc2ccccc21)Nc1cccnc1
?	.	COCCNC(=O)CN1C(=O)NC2(CCCCCC2)C1=O
3%	-4	O=C(Nc1ccc2c(c1)nc1n2CCN(C2CCCCC2)C1)c1ccco1
6%	12	O=C(COc1cccc2cccnc12)NNC(=S)Nc1ccccc1
-8%	-10	CCCn1c(C(C)NC(=O)c2ccccc2)nc2ccccc21 (stereo not given)
4%	1	Cc1nc(SCC(=O)O)c2oc3ccccc3c2n1
?	.	CC(=O)Nc1ccc(-n2nnnc2SCC(=O)NCc2cccs2)cc1
5%	3	O=C(c1ccco1)N1CCN(Cc2ccccc2Br)CC1
-14%	0	Cc1cc(-c2ccccc2)nc(-c2ccccc2)c1C
?	.	O=C(N/N=C/c1ccsc1)c1cc(-c2ccncc2)nc2ccccc12
?	.	CCCCC(=O)c1c(C)cc(C)[nH]c1=O
-2%	4	COc1ccc(C(=O)COC(=O)CNC(=O)c2ccccc2)cc1F
i	-3	Cc1ccc(OCc2nnc(SCC(=O)N3CCOCC3)n2C)cc1
?	.	Cc1oc(-c2ccccc2)cc1C(=O)Nc1cccc(/C=C\C(=O)O)c1
?	.	Cc1ccc2c(c1)=C(c1ccccc1)N(O)CC(=O)N=2
-2%	7	Cc1ccc(N(NC(=O)C(C)(C)O)C(=O)c2ccccc2)cc1C
?	.	Cc1ccc2c(COC(=O)C3=COCCO3)cc(=O)oc2c1
24%	4	CCc1nc(SCC(=O)NC2CCCC2)c2c(=O)n(C)c(=O)n(C)c2n1
?	.	Cc1c(C(c2cccs2)c2c(C)n(C)n(-c3ccccc3)c2=O)c(=O)n(-c2ccccc2)n1C
-1%	-12	Cc1nnc(SCc2cccc([N+](=O)[O-])c2)[nH]c1=O
?	.	Cc1ccc2c(cnn2C(=O)CCCC(=O)NCc2ccc(Cl)cc2)c1
9%	.	S=C(NC1CCCCC1)NC1CC2C=CC1C2 (stereo not given)

Exported in markdown: entries from further up
| smiles | S3 lipid droplet | S3 lipid droplet cell count max |
| --- | --- | --- |
| Cc1ccc(N(NC(=O)C(C)(C)O)C(=O)c2ccccc2)cc1C | -2% | 7 |
| Cc1ccc2c(COC(=O)C3=COCCO3)cc(=O)oc2c1 | ? | . |
| CCc1nc(SCC(=O)NC2CCCC2)c2c(=O)n(C)c(=O)n(C)c2n1 | 24% | 4 |
| Cc1c(C(c2cccs2)c2c(C)n(C)n(-c3ccccc3)c2=O)c(=O)n(-c2ccccc2)n1C | ? | . |
| Cc1nnc(SCc2cccc([N+](=O)[O-])c2)[nH]c1=O | -1% | -12 |

Remaining list, next part:
S3 lipid droplet	S3 lipid droplet cell count max	smiles
-1%	-19	CCOC(=O)c1sc(Nc2ccc(F)cc2)nc1C
?	.	CCCNC(=O)CSc1nccn1Cc1ccc(OC)cc1
4%	6	CCc1ccc(NC(=O)C(C)OC(=O)CCC(=O)c2cccs2)cc1 (stereo not given)
?	.	COc1cnc(-c2ccccn2)nc1Oc1ccccc1
?	.	Clc1ccc(C2NCCc3sccc32)cc1 (stereo not given)
0%	-15	COc1cc(/C=C/C(=O)NCCn2c(C)cc3ccccc32)cc(OC)c1OC
?	.	CCc1nnc(NC(=O)Cc2sc(C)nc2-c2ccc(C)cc2)s1
6%	-11	COc1ccc(-c2nnc(SCc3ccccn3)n2C)cc1
?	.	O=C(Nc1cc(Cl)ccc1-n1cncn1)c1cc(S(=O)(=O)N2CCOCC2)ccc1F
-6%	-2	COc1cccc(CC(NC(C)=O)C(=O)NC2CCN(C(=O)C3CC3)CC2)c1OC (stereo not given)
?	.	O=C(COc1ccc(Cl)cc1)Nc1cccc(S(=O)(=O)NCc2ccco2)c1
3%	2	O=C(Sc1ccccc1)c1cccc(Cn2cc(C(F)(F)F)ccc2=O)c1
?	.	Cc1ccc(CNC(=O)N2CCN(c3ccc(C)cc3)CC2)cc1
2.9µM*	23*	C=CCOc1ccc(-c2nc3c(c(=O)[nH]c(=O)n3CCC)n2CCCC)cc1
17%	-1	O=C(Nc1ccc(Cl)cc1)c1ccc(-c2ccccn2)s1
?	.	Cn1cc(C(=O)N/N=C/c2cccc([N+](=O)[O-])c2)c2ccccc21
?	.	O=C(NC1CC(=O)N(c2ccc(F)cc2)C1)C(=O)c1c[nH]c2ccccc12 (stereo not given)
?	.	O=[N+]([O-])c1ccc(C2CCCC/C2=N/OCc2ccc(F)cc2)c([N+](=O)[O-])c1 (stereo not given)
i	-2	O=C(Nc1ccc(S(=O)(=O)NCc2ccco2)cc1)c1ccncc1
15%	8	Cc1cc(-c2cccs2)n[nH]1
-18%	-14	CC1CCN(c2cc(N)c(Cl)cc2[N+](=O)[O-])CC1
i	1	CCC1Sc2ccccc2N(CC(=O)NCc2ccc3c(c2)OCO3)C1=O (stereo not given)
?	.	O=C(OCC(=O)N1CCN(S(=O)(=O)c2ccc(Cl)cc2)CC1)c1ccc([N+](=O)[O-])o1
-26%	-3	COC(=O)[C@@H](Cc1ccc(O)cc1)NC(=O)[C@H]1CCC(=O)N1C(=O)OCc1ccccc1
?	.	Cc1ccc(S(=O)(=O)N(C)C)cc1NC(=O)c1cc(-c2ccco2)nc2ccccc12
?	.	O=C(NCCc1nc2ccccc2[nH]1)c1cccc(Br)c1
9%	11	CCCCN(C)C(=O)c1nc2ccccn2c1CN1CCSCC1
?	.	N#CCCN(C(=O)CSc1ccc2c(c1)OCCO2)c1ccccc1
1%	-14	CCN1CCN(C(=O)C2c3cc(OC)c(OC)cc3C(=O)N(C)C2c2ccc(SC)cc2)CC1 (stereo not given)
i	6	O=C(CSc1ccc(Cl)cc1)OCc1nnc(-c2ccccc2)o1
-15%	3	CC(C)C(NC(=O)c1ccc(F)cc1)C(=O)Nc1cccnc1 (stereo not given)
i	16	CCOC(=O)c1nnc(-c2cccs2)nc1Oc1ccc(Cl)cc1
?	.	COc1cc(/C=N/Nc2ccc(Cl)c(C(=O)O)c2)ccc1OC(=O)c1ccccc1F
?	.	O=C(NC(Cc1ccccc1)C(=O)O)/C(=C/c1cccc([N+](=O)[O-])c1)NC(=O)c1ccco1 (stereo not given)
?	.	Clc1ccc(SCc2cn3ccccc3n2)cc1
?	.	CCNC(=O)C1CC(=O)N(c2ccc(Br)cc2)C1 (stereo not given)
?	.	CN(C)C(CNC(=O)c1ccc(S(=O)(=O)Nc2cccc(C(F)(F)F)c2)cc1)c1ccco1 (stereo not given)
?	.	CC(C)C(NS(=O)(=O)c1cccc2nsnc12)C(=O)NC1CCCCC1C (stereo not given)
6%	11	CC1(OC(=O)C2CCCC2)C(=O)C=C2C=C(c3ccsc3)N(Cc3ccccc3)C=C2C1=O (stereo not given)
-15%	-8	COc1ccc2cc1Oc1ccc(cc1)C[C@H]1c3cc(c(OC)cc3CCN1C)Oc1c(O)c(OC)cc3c1[C@H](C2)N(C)CC3
-6%	-9	CNC(=O)c1c(NC(=O)c2cccc(N3C(=O)CCC3=O)c2)sc2c1CCCC2
?	.	Cc1noc(C)c1S(=O)(=O)N(CC(=O)Nc1ccc2c(c1)OCO2)c1ccc(C(C)C)cc1
?	.	Cc1onc(-c2c(F)cccc2Cl)c1C(=O)NC1CCCCCC1
?	.	CC1c2cc3c(cc2CCN1CC(=O)Nc1ccccc1)OCCCO3 (stereo not given)
7%	-23	O=C(CSc1ncc(C(F)(F)F)cc1Cl)N1CCN(S(=O)(=O)c2ccccc2)CC1
?	.	CCC(C)NC(=O)C1CCN(S(=O)(=O)c2ccc(OC)cc2)CC1 (stereo not given)
?	.	O=C(COC(=O)/C=C/c1cccc(F)c1)Nc1ccc(Cl)cn1
?	.	CN(c1ccccc1C(=O)Nc1ccccc1C(=O)NCc1ccco1)S(C)(=O)=O
-4%	-6	COc1ccc(C(=O)Nc2ccc3c(c2)nc(CN2CCN(C(C)=O)CC2)n3C)cc1
?	.	Cc1cc(/C=N/n2cnnc2)c(C)n1-c1ccc(Cl)cc1
?	.	CCCC(C)NC(=O)Cc1ccc(S(=O)(=O)N2CCOCC2)s1 (stereo not given)
?	.	O=C(NCCCn1ccnc1)/C(=C/c1ccc(Cl)cc1)NC(=O)c1ccccc1
?	.	CC1CCN(C(=S)c2cn(Cc3ccc(F)cc3)c3ccccc23)CC1
8%	16	CN1CCc2c1nc1ccccc1c2N=C1CCCN1Cc1ccccc1
?	.	O=C(CSc1ccc(-c2cccnc2)nn1)Nc1ccc(F)c(F)c1
?	.	Cc1cnc(NC(=O)CC2CCCC2)s1

Next structures:
S3 lipid droplet	S3 lipid droplet cell count max	smiles
13%	14	Cn1cnnc1Sc1nc([N+](=O)[O-])nn1C
14%	-9	CCc1ccc(/C=C2\Oc3c(ccc(O)c3CN3CCN(CCO)CC3)C2=O)cc1
i[0.369 µM]	0	O=C(N/C(=C\c1ccccc1)C(=O)N1CCCCC1)c1ccc(Br)o1
8%	23	c1ccc(C2CC(c3cccs3)Nc3nnnn32)cc1 (stereo not given)
?	.	CCCn1c(=O)[nH]c(=O)c2c(C(=O)OCC)cc(-c3cccs3)nc21
?	.	Cc1ccc(C(=O)O/N=C(\N)c2cccnc2)cc1[N+](=O)[O-]
3%	-20	CC(C)CNC(=O)C1CCN(c2ccc(S(=O)(=O)N3CCOCC3)cc2[N+](=O)[O-])CC1
?	.	Cn1c(COc2ccc3ccccc3c2)nnc1SCC(N)=O
19%	1	COc1cccc(CNc2nc3ccccc3n2C)c1O

Compound activity from PubChem BioAssay.
